# Source: PubChem
# TPT1 inhibitor – Candida albicans TPT1 enzyme inhibitors, primary screen, biochemical, fluorescence polarization | recombinant caTPT1, FP RNA substrate dephosphorylation | inhibition, % at 5 µM | hit rate 0.81% among 300,000 | AID 1962, 2009;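 active = inhibition above the mean of all tested compounds plus 3 SD, set per screening campaign, cut at about 24% in these data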;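 also: plate controls were DMSO alone for no effect and ferristatin control at 100 nM for full effect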
# Fh CTSL1 inh – Fasciola hepatica cathepsin L1 inhibitors, primary screen, counter-screen for PFM18AAP inhibitor project, biochemical, QFRET, fluorogenic peptide substrate | recombinant F. hepatica cathepsin L1, Z-Leu-Arg-MCA fluorescence | inhibition, % at 5.96 µM | hit rate 0.49% among 300,000;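 active = inhibition above the mean of all tested compounds plus 3 SD, set per screening campaign, cut at about 17% in these data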;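 also: 0% = plate median of test compound wells and 100% = 1 µM Z-Phe-Ala-diazomethylketone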
# Yeast superoxide – reduction of superoxide in aged yeast, primary screen, HTS | S. cerevisiae aged cells, superoxide DHE fluorescence; hits give low values | superoxide response (% of plate mean), % at 10 µM | hit rate 0.18% among 330,000;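 active = superoxide response under a set limit, about three screen SD below normal, cut at about 65% in these data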;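 also: yeast aged for seven days with compound at 30 °C before DHE staining; 100% = average MFI of all compound-treated wells on the plate with controls excluded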
# core dimer inh – inhibitors of HCV core protein dimerization, primary screen, biochemical, TR-FRET, high-throughput. TR-FRET GST/Flag-core106 dimerization, 1536-well. AID 1899, 2009. hit rate 0.33% among 300,000. inhibition, % at 5 µM;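 active = inhibition above the mean of all tested compounds plus 3 SD, set per screening campaign, cut at about 45% in these data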
#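 System: GST-tagged and Flag-tagged HCV core protein residues 1-106 / Input: core106 proteins, GST 13.5 nM and Flag 17 nM / Buffer or medium: KF-containing HEPES buffer, pH 7.45, DTT, CHAPS, BSA / Probe or stimulus: Eu-anti-GST and XL665-anti-Flag labelled anti-tag antibodies / Schedule: 4 h, 22.5 °C incubation / Technique: TR-FRET 671 and 617 nm emission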
# JMJD2C inh – inhibitors of GASC-1 histone demethylase, primary screen, biochemical, fluorescence, DELFIA europium; GST-JMJD2C(1-420) H3K9me3 demethylation; inhibition, % at 2.35 µM; hit rate 0.069% among 330,000;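 active = more than half of a compound's replicate wells show inhibition beyond 50%, single wells judged on their own value; inconclusive = some, but no more than half, of replicates pass 50% inhibition; inactive = no replicate passes 50% inhibition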;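 also: signal counts dimethyl H3K9 product captured on neutravidin plate; 0% = median of DMSO wells and 100% = 0.3 times that DMSO median; strong numbers were not always called active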
# Target sequence (Q9H3R0 1-420 limits assumed): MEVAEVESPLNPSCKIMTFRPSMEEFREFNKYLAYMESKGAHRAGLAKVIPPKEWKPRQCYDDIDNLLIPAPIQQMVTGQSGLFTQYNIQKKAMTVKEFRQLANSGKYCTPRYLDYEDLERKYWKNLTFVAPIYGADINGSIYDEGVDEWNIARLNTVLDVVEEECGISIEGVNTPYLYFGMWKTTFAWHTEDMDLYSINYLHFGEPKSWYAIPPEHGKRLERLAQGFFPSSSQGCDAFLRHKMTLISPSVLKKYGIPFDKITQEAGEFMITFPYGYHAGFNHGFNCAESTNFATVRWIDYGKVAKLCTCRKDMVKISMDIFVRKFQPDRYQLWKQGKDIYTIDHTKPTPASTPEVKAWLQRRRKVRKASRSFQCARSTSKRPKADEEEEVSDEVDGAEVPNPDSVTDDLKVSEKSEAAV
# PP1 counter – PP1-alpha phosphatase inhibitors, primary screen, counter-screen for PP5 inhibitor project, biochemical, fluorescence, OMFP substrate, single point. Serine/threonine-protein phosphatase PP1-alpha catalytic subunit (Homo sapiens), P62136. purified PP1alpha. inhibition, % at 6.7 µM. hit rate 0.9% among 320,000;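 active = inhibition above the mean inhibition of all tested compounds plus 3 SD, computed separately for each screening campaign, cut at about 15% in these data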
# ZTA counter – ZTA (EBV) inhibition in EBNA-1 counter-screen; P03206; ZTA-DNA binding, fluorescence polarization; inhibition, % at 11 µM; hit rate 0.15% among 320,000; in the data active = inhibition above about 33%
# PP5 inh – PP5 phosphatase inhibitors, primary screen, biochemical, fluorescence; hit rate 0.18% among 320,000; inhibition, % at 6.7 µM; Serine/threonine-protein phosphatase 5 (Homo sapiens), P53041; AID 1987, 2009; purified PP5c, OMFP substrate fluorescence;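 active = inhibition above the campaign's mean inhibition across all tested compounds plus 3 SD, cut at about 9.5% in these data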;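 also: 0% = DMSO only and 100% = 100 µM cantharidin control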
# Target sequence (P53041 whole entry, looked up): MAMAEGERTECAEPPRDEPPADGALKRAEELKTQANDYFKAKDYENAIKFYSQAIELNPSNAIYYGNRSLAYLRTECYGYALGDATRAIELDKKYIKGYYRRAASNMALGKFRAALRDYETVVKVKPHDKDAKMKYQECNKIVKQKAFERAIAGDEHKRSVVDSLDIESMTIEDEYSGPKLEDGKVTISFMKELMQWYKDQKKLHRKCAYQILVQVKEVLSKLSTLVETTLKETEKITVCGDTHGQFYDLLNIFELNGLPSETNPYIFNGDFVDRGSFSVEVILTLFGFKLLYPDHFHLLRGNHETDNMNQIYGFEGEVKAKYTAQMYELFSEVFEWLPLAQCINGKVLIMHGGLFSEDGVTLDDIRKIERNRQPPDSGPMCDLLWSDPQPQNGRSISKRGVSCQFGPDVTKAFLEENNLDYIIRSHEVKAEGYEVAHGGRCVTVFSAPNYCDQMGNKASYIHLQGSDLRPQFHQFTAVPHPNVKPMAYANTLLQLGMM
# EBNA-1 inhibitor – EBNA-1 DNA-binding inhibitors, primary screen, biochemical, fluorescence polarization | inhibition, % at 14.8 µM | hit rate 0.34% among 300,000; in the data active = inhibition above about 28%
# Active calls of the source: *; ? = inconclusive; . = not tested or not shown.
SMILES,TPT1 inhibitor,Fh CTSL1 inh,Yeast superoxide,core dimer inh,JMJD2C inh,PP1 counter,ZTA counter,PP5 inh,EBNA-1 inhibitor
Cc1cccc(-n2ncc3c(NCCCN4CCCC4=O)ncnc32)c1,-1,-2,113,-3,4,-7,5,-3.0,8
COc1cc(NC(=S)NC(=O)c2ccccc2C)ccc1NC(=O)c1cccs1,4,2,108,19,0,2,5,3.3,10
CN(CC1COCCO1)c1nc2nonc2nc1N1CCSCC1 (centres undefined),-1,-1,100,9,-3,-5,-9,3.0,5
CCOc1ccc(Cn2c3ccc(OC)cc3c3nc4ccccc4nc32)cc1,3,-4,95,3,-3,1,17,1.6,-7
CCCC[n+]1ccn(-c2nc3ccccc3nc2[N-]S(=O)(=O)c2ccccc2)c1,0,2,94,4,-5,5,0,2.5,0
Cc1ccc(NC2=C(Cl)C(=O)OC2OC(C)C)cc1 (centres undefined),-2,0,115,5,3,1,12,0.3,5
C=C(C)n1c(=O)[nH]c2ccccc21,2,0,104,-1,7,-4,7,-0.3,-3
CCOC(=O)c1nnn(-c2ccc(OC)cc2)c1N,0,1,97,-2,-3,-2,9,-3.2,-2
COc1cc(OC)cc(-c2cn[nH]c2N)c1,-9,-2,93,0,-4,-6,12,0.3,5
CCC(C)Sc1cc(C(F)(F)F)c(C(=O)Nc2ccc(Cl)cc2)cn1 (centres undefined),-3,3,95,-7,2,-1,-7,1.0,7
COc1ccc(S(=O)(=O)N2CCC3(CC2)OCCN3S(=O)(=O)c2ccc(C)cc2)cc1OC,-1,1,105,2,8,-3,-5,0.7,-8
CCOC(=O)c1nn(-c2ccc(F)cc2)c2nc(CC(C)C)c(C#N)c(=O)n12,-3,-1,95,7,0,0,-12,0.3,-10
O=C1ON=C(c2ccc(Cl)cc2)/C1=C/c1ccc(O)cc1,-4,3,93,3,1,-4,1,-0.2,10
Cc1ccsc1C(=O)OCC(=O)c1cc(C)n(CC2CCCO2)c1C (centres undefined),-4,5,101,-2,-2,0,3,1.7,3
C/C(=N\NC(=O)c1ccc(NS(=O)(=O)c2cccs2)cc1)c1ccc2ccccc2c1,-1,5,104,11,6,-4,-10,1.5,0
O=C(CSCc1ccccc1Br)N/N=C/c1ccc2c(c1)OCO2,-2,-1,114,6,-3,-1,-5,3.5,-15
CCOc1ccc(NC(=O)C2CCCN2C(=O)OCc2ccccc2)cc1 (centres undefined),-4,-1,92,4,-33,-2,13,0.1,8
COc1ccc(-c2cc(C(=O)Nc3cccnc3)no2)cc1OC,-1,5,106,2,0,-4,15,-0.6,-3
Cc1[nH]n(-c2ccccc2)c(=O)c1/C=N/NC(=O)c1ccccc1F,0,-1,108,-3,3,-1,5,0.8,-9
Nc1cc(-c2ccco2)no1,3,0,94,4,-16,0,2,1.5,8
Cn1cc(S(=O)(=O)N2CCN(c3ccccc3)CC2)c(=O)n(C)c1=O,-2,3,94,-3,2,-3,13,-3.9,-2
CCCC(=O)NC(c1ccc(OCC)cc1)c1ccc(OC)c(OC)c1 (centres undefined),1,-1,102,2,7,-6,2,-0.3,-3
CCOc1cc(/C=N/NC(=O)C(O)(c2ccccc2)c2ccccc2)ccc1OC(=O)c1ccco1,2,5,101,13,15,5,-8,2.1,-8
Cc1ccc(Cn2nc(C)c(NC(=O)c3noc4c3CCCCC4)c2C)cc1,0,-1,94,3,7,-3,8,-0.2,5
O=S(=O)(NC1CC2CCC1C2)c1ccc2c(c1)OCCO2 (centres undefined),-7,1,116,1,7,-1,-5,2.3,12
CCOc1ccc(C(=O)NC2CCN(S(=O)(=O)CC)CC2)cc1,-1,0,103,-4,-3,-1,14,-2.1,-2
CCCc1cc(Nc2ccccc2OCC)n2ncnc2n1,-1,-2,116,3,-11,0,-9,-0.1,-1
NC(=O)c1ccccc1NC(=O)CC12CC3CC(CC(Br)(C3)C1)C2,-1,1,91,9,-7,-2,8,3.2,3
CCOc1cc(N2CCOCC2)c(OCC)cc1NC(=O)COC(=O)c1cc(C)cc(C)c1,-4,50*,92,-5,-5,6,-16,3.0,0
CC(NC(=O)/C(=C\c1ccco1)NC(=O)c1ccccc1Br)C(=O)O (centres undefined),-5,3,86,-7,35,-1,-5,0.1,7
Cc1nn(C(=O)c2ccco2)c(C)c1Sc1ccc(Br)cc1,2,-1,98,-3,0,-2,4,-0.1,-2
C/C(=N\Nc1ccc([N+](=O)[O-])cc1)c1ccc2c(c1)OCO2,57*,1,88,-5,-4,1,-8,2.3,6
COC(=O)c1[nH]c2ccc(C)cc2c1NC(=O)Nc1ccccc1OC,-1,2,104,-13,-10,0,-24,4.1,-5
CN(C(=O)CSc1nc(N)c2c3c(sc2n1)CSC(C)(C)C3)c1ccccc1,-5,0,100,3,1,8,-16,4.5,2
Cc1ccccc1C(=O)Nc1cccc(C(=O)N/N=C/c2ccc3c(c2)OCO3)c1,-5,1,99,8,-8,-1,19,-0.4,21
CCN(CC)S(=O)(=O)c1ccc(NN)nc1,6,2,110,-1,10,0,-2,-0.8,7
Cc1nc(SCc2ccc(C#N)cc2)n[nH]1,2,-4,100,0,3,2,5,1.5,-23
COc1cc(S(=O)(=O)N2CCC(c3nc4ccccc4s3)CC2)ccc1S(=O)(=O)NC1CCCC1,13,0,90,2,5,-5,9,-1.1,4
Cc1cc(N(CN2CCCC2=O)C(=O)c2ccc(OC(C)C)cc2)no1,-4,19*,93,-1,17,0,-17,1.1,-6
COc1cccc(NC(=S)NCc2ccco2)c1,0,0,107,0,-5,-1,-2,1.8,-12

# Complete entries, quoted from the list:
# `COC(=O)c1[nH]c2ccc(C)cc2c1NC(=O)Nc1ccccc1OC` is listed as TPT1 inhibitor = -1; Fh CTSL1 inh = 2; Yeast superoxide = 104; core dimer inh = -13; JMJD2C inh = -10; PP1 counter = 0; ZTA counter = -24; PP5 inh = 4.1; EBNA-1 inhibitor = -5
# `C=C(C)n1c(=O)[nH]c2ccccc21` is listed as TPT1 inhibitor = 2; Fh CTSL1 inh = 0; Yeast superoxide = 104; core dimer inh = -1; JMJD2C inh = 7; PP1 counter = -4; ZTA counter = 7; PP5 inh = -0.3; EBNA-1 inhibitor = -3
# `CCCC[n+]1ccn(-c2nc3ccccc3nc2[N-]S(=O)(=O)c2ccccc2)c1` is listed as TPT1 inhibitor = 0; Fh CTSL1 inh = 2; Yeast superoxide = 94; core dimer inh = 4; JMJD2C inh = -5; PP1 counter = 5; ZTA counter = 0; PP5 inh = 2.5; EBNA-1 inhibitor = 0

# Continuation.
SMILES,TPT1 inhibitor,Fh CTSL1 inh,Yeast superoxide,core dimer inh,JMJD2C inh,PP1 counter,ZTA counter,PP5 inh,EBNA-1 inhibitor
Cc1ccccc1OCCCCn1c(CO)nc2ccccc21,0,2,99,0,-10,1,6,3.8,0
COc1ccccc1OCc1ccc(C(=O)NC(C)c2ccccc2)o1 (centres undefined),-2,3,117,-1,11,-1,-4,1.1,-28
CC(=O)c1cccc(NC(=O)/C(=C\c2cccnc2)NC(=O)c2ccco2)c1,-1,-1,101,-2,-7,0,-6,3.1,-18
C/C=C(\C)CN1CCC(n2nccc2NC(=O)CCOc2ccccc2)CC1,1,-3,120,-6,-4,-4,-1,6.8,-8
Cc1nnc(Sc2nc3c(c(=O)n(C)c(=O)n3C)n2Cc2ccccc2Cl)s1,-2,-2,88,-1,-21,-1,2,-2.4,21
COc1cccc(CNC(=O)CSC(=S)N2CCCC2)c1,1,8,102,0,?,0,-15,2.2,-13
CC1=CC(C)(C)n2c(O)c(N=N)c3c(C)c(C)cc1c32,-1,4,110,1,-2,2,11,3.8,7
COc1cccc(COc2ccccc2C2Nc3ccc(Br)cc3C(=O)N2NC(=O)c2ccncc2)c1 (centres undefined),1,1,93,21,-4,2,-6,4.3,-11
COc1cccc(C2NC(=O)NC(C)=C2C(=O)Nc2ccc(C)cc2)c1 (centres undefined),-1,-2,94,-15,-7,1,18,1.4,5
Cc1cc(=O)[nH]c(N)n1,-1,-1,110,-3,8,-1,-18,-1.6,-2

# The final 7 entries of the part before lead into the next.
SMILES,TPT1 inhibitor,Fh CTSL1 inh,Yeast superoxide,core dimer inh,JMJD2C inh,PP1 counter,ZTA counter,PP5 inh,EBNA-1 inhibitor
C/C=C(\C)CN1CCC(n2nccc2NC(=O)CCOc2ccccc2)CC1,1,-3,120,-6,-4,-4,-1,6.8,-8
Cc1nnc(Sc2nc3c(c(=O)n(C)c(=O)n3C)n2Cc2ccccc2Cl)s1,-2,-2,88,-1,-21,-1,2,-2.4,21
COc1cccc(CNC(=O)CSC(=S)N2CCCC2)c1,1,8,102,0,?,0,-15,2.2,-13
CC1=CC(C)(C)n2c(O)c(N=N)c3c(C)c(C)cc1c32,-1,4,110,1,-2,2,11,3.8,7
COc1cccc(COc2ccccc2C2Nc3ccc(Br)cc3C(=O)N2NC(=O)c2ccncc2)c1 (centres undefined),1,1,93,21,-4,2,-6,4.3,-11
COc1cccc(C2NC(=O)NC(C)=C2C(=O)Nc2ccc(C)cc2)c1 (centres undefined),-1,-2,94,-15,-7,1,18,1.4,5
Cc1cc(=O)[nH]c(N)n1,-1,-1,110,-3,8,-1,-18,-1.6,-2
CCCCn1c(SCC2CCCO2)nc2cc(S(N)(=O)=O)ccc21 (centres undefined),10,-3,85,6,-5,3,-4,3.1,1
Cc1cccc(C)c1OCC(O)CN1CCC(CN2C(=O)c3cccc4cccc(c34)C2=O)CC1 (centres undefined),-1,0,97,5,-3,0,7,2.2,3
O=[N+]([O-])c1cccc(C2=NC(c3ccccc3)CO2)c1 (centres undefined),-1,6,107,-5,-4,0,-3,-2.9,1
COc1cccc(NC(=O)C(c2ccccc2)N2CCCCC2)c1 (centres undefined),-5,-3,102,1,-1,1,8,2.0,6
O=C1OC(CC(=O)N(Cc2nnc(-c3ccccc3Cl)o2)C2CC2)c2ccccc21 (centres undefined),.,.,101,.,2,-3,0,2.5,.
Cc1nnc(NC(=O)c2c(F)cccc2F)s1,-5,-2,107,-3,3,-4,6,1.5,3
Cc1ccc(NC(=O)c2ccc(-n3cccn3)nc2)cc1,1,0,97,2,-4,-3,10,-2.8,13
Cc1ccc(CNC(=O)CSc2ncccn2)cc1,-4,-1,107,1,-5,-3,-9,0.3,-3
